yeast mlh1 rad18: NCI yeast anticancer drug screen, S. cerevisiae mlh1 rad18 strain; growth inhibition, % at 50 µM; actives 11% (n = 79,000); AID 175;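 further: 0% = growth of vehicle-only cultures of the same strain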
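Compound-treated yeast growth, normalised to vehicle controls. Strain bears defined DNA repair mutations.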
yeast bub3: NCI yeast anticancer drug screen, S. cerevisiae bub3 mutant strain; % growth inhibition at 50 µM; actives 9.9% (n = 78,000); AID 167;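 further: 0% = growth of vehicle-only cultures of the same strain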
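Part of a panel of yeast mutants defective in DNA damage repair or cell cycle regulation. Each strain is grown with compound, and inhibition is calculated relative to solvent-treated cultures.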
rad50: NCI yeast anticancer drug screen, S. cerevisiae rad50 strain; growth inhibition, % at 50 µM; actives 10% (n = 79,000); AID 155;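 further: 0% = growth of vehicle-only cultures of the same strain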
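Yeast carrying a defined DNA repair defect were exposed to test compounds, and growth was compared with vehicle-treated controls to give percent inhibition.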
yeast cln2 rad14: NCI yeast anticancer drug screen, S. cerevisiae cln2 rad14 strain. growth inhibition, % at 50 µM. AID 165. actives 8.3% (n = 78,000);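 further: 0% = growth of vehicle-only cultures of the same strain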
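Each compound was tested on cln2 rad14 yeast. Inhibition of growth was calculated against vehicle-exposed controls.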
yeast mec2-1: NCI yeast anticancer drug screen, S. cerevisiae mec2-1 strain; growth inhibition, % at 50 µM; actives 9% (n = 79,000);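 further: 0% = growth of vehicle-only cultures of the same strain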
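mec2-1 yeast strain, carrying an alteration in DNA damage repair or cell cycle control, was exposed to compounds; growth inhibition was measured relative to vehicle-treated controls.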
sgs1 mgt1: NCI yeast anticancer drug screen, S. cerevisiae sgs1 mgt1 strain | actives 10% (n = 78,000) | % growth inhibition at 50 µM;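 further: 0% = growth of vehicle-only cultures of the same strain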
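Genetically altered yeast, compound exposure, growth inhibition relative to vehicle.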
An asterisk follows results filed as active; & = joins results of further samples; ! = a repeat was not active. No stated cut-off is given here; in the data, active means growth inhibition above about 70%; inactive means the rest. Not all compounds are listed, so the mix of outcomes need not match the whole.

How did O=C(O)c1cc(CCl)ccc1O do in these assays?
yeast mlh1 rad18: -2; yeast bub3: 5; rad50: 0; yeast cln2 rad14: -14; yeast mec2-1: -8; sgs1 mgt1: -16

What do the screens show for `ClCCN(CCCl)c1ccc(CNCCCNCc2ccc(N(CCCl)CCCl)cc2)cc1`?
yeast mlh1 rad18: 99*; yeast bub3: 43; rad50: 95*; yeast cln2 rad14: 15; yeast mec2-1: 49; sgs1 mgt1: 99*

How did O=C(CCC(=O)Oc1ccc(S(=O)(=O)F)cc1)Oc1ccc(S(=O)(=O)F)cc1 do in these assays?
yeast mlh1 rad18: 10; yeast bub3: 8; rad50: 49; yeast cln2 rad14: 26; yeast mec2-1: 15; sgs1 mgt1: 44

How did NC(Cc1cccc(F)c1)c1nn[nH]n1 (configuration not stated) do in these assays?
yeast mlh1 rad18: -1; yeast bub3: 2; rad50: -8; yeast cln2 rad14: -23; yeast mec2-1: 2; sgs1 mgt1: 0

How did C[N+](C)(C)CCNP(=O)(Oc1ccccc1)c1ccccc1 (configuration not stated) do in these assays?
yeast mlh1 rad18: 22; yeast bub3: -2; rad50: 4; yeast cln2 rad14: 1; yeast mec2-1: 6; sgs1 mgt1: -22

Results for CCNCCC1(CC)C(=O)NC(=O)NC1=O ?
yeast mlh1 rad18: -11; yeast bub3: -44; rad50: -22; yeast cln2 rad14: 2; yeast mec2-1: -17; sgs1 mgt1: -27

How did NC(C/C=C/P(=O)(O)O)C(=O)O (configuration not stated) do in these assays?
yeast mlh1 rad18: -33; yeast bub3: 20; rad50: -20; yeast cln2 rad14: 13; yeast mec2-1: -17; sgs1 mgt1: -15

How did CCC[CH2][Sn]([CH2]CCC)([CH2]CCC)[CH2]CC(=O)OC do in these assays?
yeast mlh1 rad18: 99*; yeast bub3: 99*; rad50: 99*; yeast cln2 rad14: 99*; yeast mec2-1: 99*; sgs1 mgt1: 100*

Results for O=C1c2ccc3ccccc3c2CCC1N1CCCCC1 (configuration not stated) ?
yeast mlh1 rad18: 97*; yeast bub3: 99*; rad50: 99*; yeast cln2 rad14: 78*; yeast mec2-1: 99*; sgs1 mgt1: 99*

What do the screens show for `CCC(C)C(=O)OC1CC2(C)C(c3ccoc3)OC(=O)CC23OC2(C)OC34C(OC(=O)C(C)C)C3(O)C(OC(=O)C5(C)OC5C)C5(C)CC3(O)C(C)(C5CC(=O)OC)C14O2` (configuration not stated)?
yeast mlh1 rad18: -24; yeast bub3: 13; rad50: 24; yeast cln2 rad14: 27; yeast mec2-1: 19; sgs1 mgt1: 9

What do the screens show for `CCCNC1=C(C)C(=O)C2=C(C1=O)[C@H](COC(N)=O)[C@]1(OC)[C@@H]3N[C@@H]3CN21`?
yeast mlh1 rad18: 80*; yeast bub3: 10; rad50: 37; yeast cln2 rad14: 52; yeast mec2-1: 39; sgs1 mgt1: 40

Results for CO/N=C1\CC(C)N2C(=O)C(C(C)C)NC(=O)C(NC(=O)c3c4nc5c(C(=O)NC6C(=O)NC(C(C)C)C(=O)N7C(C)CC(O)C7C(=O)N(C)CC(=O)N(C)C(C(C)C)C(=O)OC6C)ccc(C)c5oc-4c(C)c(=O)c3N)C(CO)OC(=O)C(C)N(C)C(=O)CN(C)C(=O)C12 (configuration not stated) ?
yeast mlh1 rad18: 8; yeast bub3: -4; rad50: 23; yeast cln2 rad14: 20; yeast mec2-1: -19; sgs1 mgt1: 9

Results for Nc1nc(-c2ccccc2)c(-c2ccccc2)[se]1 ?
yeast mlh1 rad18: 62; yeast bub3: 41; rad50: 51; yeast cln2 rad14: -12; yeast mec2-1: 23; sgs1 mgt1: 86*

How did CCOC(OCC)C(CC)[Se]c1ccccc1[N+](=O)[O-] (configuration not stated) do in these assays?
yeast mlh1 rad18: 16; yeast bub3: 7; rad50: 7; yeast cln2 rad14: -17; yeast mec2-1: -25; sgs1 mgt1: 10

How did O=NNc1c[nH]c(=O)[nH]c1=O do in these assays?
yeast mlh1 rad18: 21; yeast bub3: 0; rad50: 73*; yeast cln2 rad14: 4; yeast mec2-1: 6; sgs1 mgt1: 17

What do the screens show for `COC1C(OC(=O)c2ccc(C)[nH]2)C(O)C(Oc2ccc3c(O)c(NC(=O)c4ccc(O)c(CC=C(C)C)c4)c(=O)oc3c2Cl)OC1(C)C` (configuration not stated)?
yeast mlh1 rad18: 33; yeast bub3: 36; rad50: 44; yeast cln2 rad14: 51; yeast mec2-1: 26; sgs1 mgt1: 24

What do the screens show for `COc1ccc(/C=C(/C)[N+](=O)[O-])cc1`?
yeast mlh1 rad18: 82*; yeast bub3: 91*; rad50: 80*; yeast cln2 rad14: 60; yeast mec2-1: 90*; sgs1 mgt1: 88*

How did COc1cc(O)c2c(O)c3c(=O)cc(C)oc3cc2c1 do in these assays?
yeast mlh1 rad18: -5; yeast bub3: -2; rad50: -10; yeast cln2 rad14: 13; yeast mec2-1: -6; sgs1 mgt1: 21

How did CC(=O)c1cccc(S(=O)(=O)F)c1 do in these assays?
yeast mlh1 rad18: -12; yeast bub3: -15; rad50: -10; yeast cln2 rad14: 13; yeast mec2-1: -11; sgs1 mgt1: -3

Results for CCCCCC(Cn1ccnc1)c1ccc(Cl)cc1Cl (configuration not stated) ?
yeast mlh1 rad18: 100*; yeast bub3: 100*; rad50: 100*; yeast cln2 rad14: 100*; yeast mec2-1: 99*; sgs1 mgt1: 99*

What do the screens show for `O=C(O)c1ccc([N+](=O)[O-])cc1[N+](=O)[O-]`?
yeast mlh1 rad18: 11; yeast bub3: -12; rad50: 14; yeast cln2 rad14: -1; yeast mec2-1: -1; sgs1 mgt1: 18

How did CC(=O)C(=O)c1ccccc1 do in these assays?
yeast mlh1 rad18: -22; yeast bub3: -20; rad50: -15; yeast cln2 rad14: -26; yeast mec2-1: 6; sgs1 mgt1: 0

How did CCP(=O)(CC)OP(=O)(CC)CC do in these assays?
yeast mlh1 rad18: -25; yeast bub3: -7; rad50: -17; yeast cln2 rad14: -8; yeast mec2-1: -12; sgs1 mgt1: -17

How did CCOP(=O)(OCC)/C(C#N)=C/c1nccn1C do in these assays?
yeast mlh1 rad18: -34; yeast bub3: 24; rad50: -15; yeast cln2 rad14: 34; yeast mec2-1: 0; sgs1 mgt1: -14

Results for CCCCOCN(COCCCC)C(C)Cc1ccccc1 (configuration not stated) ?
yeast mlh1 rad18: -22; yeast bub3: -2; rad50: 12; yeast cln2 rad14: 11; yeast mec2-1: -3; sgs1 mgt1: -12

How did COc1cc(C(=O)CCN(CCCl)CCCl)cc(OC)c1OC do in these assays?
yeast mlh1 rad18: 97*; yeast bub3: 93*; rad50: 96*; yeast cln2 rad14: 99*; yeast mec2-1: 97*; sgs1 mgt1: 97*

What do the screens show for `Cc1ccncc1C1CCCN1C` (configuration not stated)?
yeast mlh1 rad18: -3; yeast bub3: 1; rad50: 20; yeast cln2 rad14: -30; yeast mec2-1: -12; sgs1 mgt1: 2

How did Cc1ccc(C2=NOP(c3ccccc3)(c3ccccc3)(c3ccccc3)C2)cc1 do in these assays?
yeast mlh1 rad18: 24; yeast bub3: 24; rad50: 20; yeast cln2 rad14: -38; yeast mec2-1: 3; sgs1 mgt1: 39

Results for C#CCn1c(I)cc2c(c1=O)COC(=O)[C@]2(O)CC ?
yeast mlh1 rad18: -32; yeast bub3: 6; rad50: 1; yeast cln2 rad14: -5; yeast mec2-1: -3; sgs1 mgt1: 20

What do the screens show for `CO[C@@]12[C@@H]3N[C@@H]3CN1C1=C(C(=O)C(NCCc3ccccn3)=C(C)C1=O)[C@@H]2COC(N)=O`?
yeast mlh1 rad18: -1; yeast bub3: 24; rad50: 45; yeast cln2 rad14: 15; yeast mec2-1: 21; sgs1 mgt1: -12

How did O=[N+]([O-])c1ccc(O)c(CCl)c1 do in these assays?
yeast mlh1 rad18: 76*; yeast bub3: 9; rad50: 16; yeast cln2 rad14: -4; yeast mec2-1: 2; sgs1 mgt1: 21

Results for C1CN2CN3CCN(CN1C3)C2 ?
yeast mlh1 rad18: 14; yeast bub3: 10; rad50: 13; yeast cln2 rad14: 33; yeast mec2-1: 12; sgs1 mgt1: 21

Results for C[As](C)(=S)[As](C)(C)=S ?
yeast mlh1 rad18: 70; yeast bub3: 67; rad50: 77*; yeast cln2 rad14: 28; yeast mec2-1: 50; sgs1 mgt1: 65

Results for NC(=O)c1ccc(N(CCCl)CCCl)c([N+](=O)[O-])c1[N+](=O)[O-] ?
yeast mlh1 rad18: 32; yeast bub3: 38; rad50: 45; yeast cln2 rad14: 27; yeast mec2-1: 24; sgs1 mgt1: 41

Results for NC1=C(c2nc(-c3ccccc3)cs2)C(c2ccc(Br)cc2)c2c(c3ccccc3oc2=O)O1 (configuration not stated) ?
yeast mlh1 rad18: 46; yeast bub3: 29; rad50: 1; yeast cln2 rad14: 42; yeast mec2-1: 29; sgs1 mgt1: 17

How did Cc1ccc2[nH]cc(CCN)c2c1 do in these assays?
yeast mlh1 rad18: -28; yeast bub3: -20; rad50: -6; yeast cln2 rad14: 22; yeast mec2-1: -53; sgs1 mgt1: -5

Results for CC1CC(C)(C)[N+](C)(CCC(C(N)=O)(c2ccccc2)c2ccccc2)C1 (configuration not stated) ?
yeast mlh1 rad18: 3; yeast bub3: -16; rad50: -8; yeast cln2 rad14: 12; yeast mec2-1: -5; sgs1 mgt1: -8

Results for C[C@]12CCC(=O)N[C@@H]1CC[C@@H]1[C@@H]2CC[C@]2(C)[C@@H](OC(=O)COc3ccc(N(CCCl)CCCl)cc3)CC[C@@H]12 ?
yeast mlh1 rad18: -13; yeast bub3: 6; rad50: 0; yeast cln2 rad14: 12; yeast mec2-1: 5; sgs1 mgt1: 0

How did OC1(CN2CCCCC2)N=C(c2ccccc2)c2ccsc2-n2cccc21 (configuration not stated) do in these assays?
yeast mlh1 rad18: -3; yeast bub3: -12; rad50: -20; yeast cln2 rad14: 22; yeast mec2-1: -23; sgs1 mgt1: -25

What do the screens show for `NCCCC(N)P(=O)(O)O` (configuration not stated)?
yeast mlh1 rad18: 6; yeast bub3: 1; rad50: 12; yeast cln2 rad14: -106; yeast mec2-1: -2; sgs1 mgt1: 3

Arranged by count of non-hydrogen atoms (low to high): some entries from above
How did O=[N+]([O-])c1ccc(O)c(CCl)c1 do in these assays?
yeast mlh1 rad18: 76*; yeast bub3: 9; rad50: 16; yeast cln2 rad14: -4; yeast mec2-1: 2; sgs1 mgt1: 21

What do the screens show for `Cc1ccncc1C1CCCN1C` (configuration not stated)?
yeast mlh1 rad18: -3; yeast bub3: 1; rad50: 20; yeast cln2 rad14: -30; yeast mec2-1: -12; sgs1 mgt1: 2

What do the screens show for `COc1ccc(/C=C(/C)[N+](=O)[O-])cc1`?
yeast mlh1 rad18: 82*; yeast bub3: 91*; rad50: 80*; yeast cln2 rad14: 60; yeast mec2-1: 90*; sgs1 mgt1: 88*

How did COc1cc(O)c2c(O)c3c(=O)cc(C)oc3cc2c1 do in these assays?
yeast mlh1 rad18: -5; yeast bub3: -2; rad50: -10; yeast cln2 rad14: 13; yeast mec2-1: -6; sgs1 mgt1: 21

Additional compounds:
Results for C[N+](C)(C)CC(=O)N/N=C(/C(=O)Nc1ccc(Br)cc1)C1C(=O)NC(=O)NC1=O ?
yeast mlh1 rad18: 10; yeast bub3: -3; rad50: 10; yeast cln2 rad14: -45; yeast mec2-1: 1; sgs1 mgt1: 31

What do the screens show for `COc1cc2c(cc1OC)C1CCC3=C(O)CCC3=[N+]1CC2` (configuration not stated)?
yeast mlh1 rad18: -9; yeast bub3: -1; rad50: -9; yeast cln2 rad14: 37; yeast mec2-1: -2; sgs1 mgt1: -13

Results for O=C(COc1ccc(Cl)c(Cl)c1)NCc1ccc[n+](Cc2ccc(Cl)cc2S(=O)(=O)F)c1 ?
yeast mlh1 rad18: -14; yeast bub3: 2; rad50: 1; yeast cln2 rad14: -20; yeast mec2-1: -20; sgs1 mgt1: -8

How did c1cc(C2O[C@H]3CCCN3[C@@H]2c2ccncc2)ccn1 (some centres not stated) do in these assays?
yeast mlh1 rad18: -25; yeast bub3: -15; rad50: -31; yeast cln2 rad14: 3; yeast mec2-1: -18; sgs1 mgt1: 1

What do the screens show for `COc1ccc([N+]2=NC(c3ccc([N+](=O)[O-])cc3)=NN(c3ccccc3)C2)cc1`?
yeast mlh1 rad18: 86*; yeast bub3: 91*; rad50: 74*; yeast cln2 rad14: 39&51; yeast mec2-1: 71*; sgs1 mgt1: 79*!

Results for CC(C)[C@H](C)/C=C/[C@@H](C)C1CC[C@H]2[C@@]34C=C[C@]5(C[C@@H](O)CC[C@]5(C)[C@H]3CC[C@]12C)OO4 (some centres not stated) ?
yeast mlh1 rad18: -32; yeast bub3: -20; rad50: 12; yeast cln2 rad14: 2; yeast mec2-1: 19; sgs1 mgt1: -13

How did CN1CC[CH2][Sn]([Cl])([Cl])[CH2]CC1 do in these assays?
yeast mlh1 rad18: 13; yeast bub3: -17; rad50: -1; yeast cln2 rad14: 1; yeast mec2-1: -6; sgs1 mgt1: 1
